D1 antagonist: human D1 dopamine receptor antagonism; HEK293 TREx D1 cells, calcium flux, dopamine EC80; hits give low values; activity change, negative = inhibition, % at 10 µM; 360,000 tested, 3.2% active; AID 504652; in the data active = activity change below about -30%; also: % is scaled to controls: 0 for no effect and ±100 for the full control effect
Target sequence (P21728 whole entry, looked up): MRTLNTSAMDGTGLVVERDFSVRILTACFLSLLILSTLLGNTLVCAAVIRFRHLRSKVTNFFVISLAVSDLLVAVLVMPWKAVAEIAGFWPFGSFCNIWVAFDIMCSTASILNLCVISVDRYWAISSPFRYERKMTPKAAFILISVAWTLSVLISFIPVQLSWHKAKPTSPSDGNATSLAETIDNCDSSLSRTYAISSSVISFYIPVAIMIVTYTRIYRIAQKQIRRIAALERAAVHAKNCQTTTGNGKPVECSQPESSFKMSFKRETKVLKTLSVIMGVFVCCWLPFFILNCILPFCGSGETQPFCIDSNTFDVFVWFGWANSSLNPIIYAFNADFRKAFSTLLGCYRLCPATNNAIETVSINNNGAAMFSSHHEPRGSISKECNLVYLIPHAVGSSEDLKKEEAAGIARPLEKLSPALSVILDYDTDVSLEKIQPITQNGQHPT
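Calcium flux readout: force-coupled, inducible Hek293 Trex D1 line, cells induced overnight at 30 C with tetracycline, dye-loaded 30–90 min at RT. Antagonism scored against EC80 dopamine challenge given 180 s after compound.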
D2 potentiator: positive allosteric modulators of human D2 dopamine receptor. 340,000 tested, 0.34% active. P14416. AID 485347. HEK293 T-REx D2, calcium flux, EC20 dopamine potentiation. potentiation, % at 10 µM;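 active = potentiation over 3 SD above the plate norm, cut at about 30% in these data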; also: 0% is about no effect
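Potentiation of an EC20 dopamine calcium response is measured in a force-coupled, tetracycline-inducible Hek293 Trex D2 line. Compound-only kinetic reads over 180 s flag agonists before dopamine addition.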
RXFP1 agonist: RXFP1 (human) receptor agonism; AID 2676; 370,000 tested, 0.3% active; Potency, µM (series often up to 57.5 µM), for the others: at the top dose activation, hits mostly activators; Q9HBX9; HEK293T-RXFP1 cAMP TR-FRET, 30 min; response scale: percent of porcine relaxin response, buffer zero; also: potency is read from the fitted curve at half-maximal effect; % is scaled to controls: 0 for no effect and ±100 for the full control effect; nearly all actives have a fitted effect of over 60% in size; many of its hits are not listed in these tables
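Agonist response is measured as cAMP accumulation in an RXFP1-transfected HEK293T line under PDE4 inhibition. Values are scaled between buffer-only and 29 nM porcine relaxin, and EC50s come from standard Hill equation fits.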
D1 PAM: enhances dopamine response at the human D1 receptor. 360,000 tested, 0.036% active. potentiation, % at 10 µM. HEK293 TREx D1 cells, calcium flux, dopamine EC20 potentiation; in the data active = potentiation above about 30%; also: 0% is about no effect
D1 agonist: human D1 receptor agonism | activation, % at 2 µM | HEK293 T-REx D1 cells, calcium flux, agonist mode | 360,000 tested, 1% active | P21728; in the data active = activation above about 30%; also: 0% is about no effect
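Inducible HEK293 T-REx D1 cells, force-coupled to calcium signalling, were plated at 4000 cells/well with tetracycline and held overnight at 30 C. After no-wash calcium dye loading, compound-evoked calcium rise over 180 s flagged agonists.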
LDHA block: blocks human lactate dehydrogenase A | purified LDHA, NADH/diaphorase-resazurin fluorescence; hits give low values | AID 1347041 | activity change, % (values are at about 110 or 230 µM) | P00338 | 480,000 tested, 0.15% active; in the data active = activity change below about -30%; inconclusive = mostly about -25% to -30%;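 also: plate controls were DMSO wells for no effect and wells without enzyme for full effect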
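Human LDH5 (2 nM) was incubated with 0.06 mM NADH and 0.2 mM pyruvate for 5 min at room temperature in Tris pH 7.4. Remaining NADH was coupled through diaphorase/resazurin, and resorufin fluorescence was read at 0 and 20 min.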
Vif-APOBEC3F blk: inhibitors of Vif-A3F interaction; Potency, µM (top dose mostly 46.1 µM), inactives show at the top dose activity, negative = active; HeLa A3F-eYFP + Vif (tagged APOBEC3F with the HIV-1 protein that degrades it), YFP fluorescence increase; AID 602313; 390,000 tested, 0.2% active; also: potency is read from the fitted curve at half-maximal effect; % of control where 0% means no effect; nearly all actives have a fitted effect of over 65% in size
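Fluorescence increase (Ex 488/Em 500-530) after overnight compound treatment at 37 deg C flags inhibition of Vif-driven A3F-eYFP loss in stable HeLa A3F-eYFP/Vif cells seeded overnight beforehand.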
Vif-A3G inh: blocks the Vif interaction with human APOBEC3G; HeLa A3G-eYFP + Vif (tagged APOBEC3G with the HIV-1 protein that degrades it), YFP fluorescence, overnight; Potency, µM (series often up to 46.1 µM), without a hit: top-dose activity, negative = active, most hits filed as inhibitors; 410,000 tested, 0.076% active;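 also: potency is read from the fitted curve at half-maximal effect; % is scaled to controls: 0 for no effect and ±100 for the full control effect; nearly all actives have a fitted effect of over 60% in size; hits raise eYFP signal because A3G escapes Vif-driven loss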
Target sequence (Q9HC16 whole entry, looked up): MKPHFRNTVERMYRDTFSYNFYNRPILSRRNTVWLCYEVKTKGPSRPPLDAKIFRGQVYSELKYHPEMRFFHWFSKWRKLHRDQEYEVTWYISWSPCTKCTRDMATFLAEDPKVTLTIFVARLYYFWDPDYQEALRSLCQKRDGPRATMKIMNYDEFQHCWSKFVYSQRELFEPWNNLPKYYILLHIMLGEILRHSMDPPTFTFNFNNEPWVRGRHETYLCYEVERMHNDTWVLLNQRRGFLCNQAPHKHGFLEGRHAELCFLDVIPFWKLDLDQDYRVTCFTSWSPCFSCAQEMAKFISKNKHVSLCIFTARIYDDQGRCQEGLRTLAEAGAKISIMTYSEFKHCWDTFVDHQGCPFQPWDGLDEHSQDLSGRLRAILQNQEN
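HeLa cells stably expressing Vif and C-terminally eYFP-tagged A3G, seeded overnight at 37 deg C, then exposed to compound by pintool overnight at 37 deg C. Rise in yellow fluorescence (Ex 488/Em 500-530, Acumen) marks blocked Vif-driven A3G degradation.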
GRP78 ERSR act: ER stress response induction in glioma; AID 602332; 420,000 tested, 0.02% active; U87-MG GRP78 promoter luciferase reporter, 16 h; Potency, µM, without a hit: at the highest dose activation, actives largely listed as activators; also: potency is read from the fitted curve at half-maximal effect; series mostly up to about 76 µM; % of control where 0% means no effect; nearly all actives have a fitted effect of over 35% in size
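Stably transfected U87-MG glioma cells carrying a GRP78-based luciferase sensor; 16 h compound incubation. Luminescence end-point read 10 min after Bright-Glo addition at room temperature.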
The depositor's hits bear a star; ? = inconclusive; · = not tested or not shown; & = joins results of further samples. Unless noted, calls follow the shape of the dose curve; as a rule, active = well fitted curve in the direction sought with a large enough effect; inconclusive = small, poorly fitted or top-dose-only effect, or another doubt; inactive = no such curve, though single readings can be large; an effect the other way counts as inactive or inconclusive. Not all compounds are listed; count on the stated rates, not on these rows.

SMILES | D1 antagonist | D2 potentiator | RXFP1 agonist | D1 PAM | D1 agonist | LDHA block | Vif-APOBEC3F blk | Vif-A3G inh | GRP78 ERSR act
CCO[C@@H]1OC(C(=O)N2CCCCCCC2)=C[C@H](c2ccc3c(c2)OCO3)[C@H]1CCCO | -5 | -2 | 0.2% | -3 | -5 | -2 | -7% | 1% | -5%
COC(=O)C(=O)C1CCc2c(Cl)cc(OC)c(OC)c2C1=O (centres undefined) | · | · | · | · | · | 40 | 17% | -5% | -5%
Cc1onc(C(=O)Nc2ccccc2C(F)(F)F)c1[N+](=O)[O-] | -2 | -9 | -0.4% | -2 | 1 | -9 | 2% | 0% | -5%
O=C(CNC(=O)c1ccc(Br)o1)NNC(=O)c1ccccc1 | 2 | 4 | 1.3% | 0 | 2 | -7 | 0% | 5% | -5%
CCOc1ccc(C(N)=O)cc1OC | -1 | 58* | 1.6% | -5 | -1 | -4 | 3% | 0% | -6%
CCn1c(=O)cc(OCC(=O)Nc2ccccc2Cl)c2ccccc21 | 8 | -5 | 5.1% | 1 | 1 | 1 | -16% | 0% | -3%
COc1cccc(NC(=O)CSc2nnc(NC(=O)C3CC3)s2)c1 | 0 | 11 | 1.1% | -5 | 2 | -5 | 4% | -4% | 8%
COc1cc(NCCC(=O)c2cccs2)c(OC)cc1Cl | 1 | -11 | -1.0% | -1 | 1 | 12 | -7% | -6% | -7%
Cc1ccc(N=Cc2nc(-c3ccc(C)cc3)oc2O)cc1 | -3 | -9 | 1.2% | 0 | 3 | -6 | -12% | -3% | -2%
CC(=O)c1ccc(N2CCN(c3ccc4cc(S(=O)(=O)N5CCCCC5)ccc4n3)CC2)cc1 | 1 | -1 | 2.6% | -3 | 1 | -6 | -3% | 4% | -3%
Cc1ccccc1C(=O)NC1CC(C)(C)NC(C)(C)C1 | -4 | 2 | 3.4% | -2 | 1 | -2 | -3% | 2% | -3%
CC1CC(C)CN(C(=O)CCC(=O)Nc2nnc(C3CCCCC3)s2)C1 (centres undefined) | 6 | 1 | 3.2% | 5 | 1 | -7 | 1% | 1% | -3%
O=C(CSc1nnc2scc(-c3ccc(Cl)cc3)n12)NCc1ccc2c(c1)OCO2 | -2 | 18 | 0.5% | 7 | 4 | -4 | 1% | -2% | -5%
O=C1CCCN1CCCNS(=O)(=O)c1ccc(Cl)c(C(=O)N2CCOCC2)c1 | 23 | -10 | 1.8% | 4 | -1 | 5 | -5% | 1% | 1%
O=C(Nc1ccc(C(=O)N2CCCC2)cc1)C1CCCCC1 | · | · | · | · | · | -10 | 11% | -3% | 2%
CCOc1ccc(CCNS(=O)(=O)c2cc(Br)cc3c2N(C(C)=O)CC3)cc1OCC | 3 | -2 | -0.6% | -4 | 0 | -1 | -13% | -8% | -4%
COC(=O)c1cc(NC(=O)CC2NCCNC2=O)cc(C(=O)OC)c1 (centres undefined) | -20 | 14 | 2.1% | -1 | 1 | 5 | 6% | 0% | 0%
COc1ccc(CNC(=O)CSc2ncc(S(=O)(=O)c3ccc(Br)cc3)c(=O)[nH]2)cc1 | 10 | -4 | 8.7% | 1 | -2 | -11 | -5% | -1% | -2%
COc1ccc(-n2nc3ccccc3n2)cc1 | -7 | -4 | 0.2% | -8 | 0 | -5 | 1% | 0% | 5%
CCOc1cccc(NCc2cc3c(C(C)(C)C)nn(-c4ccccc4)c3[nH]c2=O)c1 | 9 | -3 | -1.4% | -4 | 2 | 4 | -13% | -6% | -1%
O=C(Nc1ccncc1)OCc1ccccc1 | 7 | -2 | 1.3% | 15 | 13 | 1 | 5% | 0% | -5%
COc1ccc(-c2csc(-c3ccc(C(=O)O)cc3)n2)cc1 | 8 | 21 | -0.2% | -2 | 1 | -9 | -1% | 3% | -9%
COc1ccc(CCN(CC(=O)NC2CCCC2)C(=O)Cn2nnc(-c3ccc(C)o3)n2)cc1OC | 25 | 11 | -1.3% | -2 | 2 | 0 | 0% | 0% | -2%
CN(C)Cc1ccccc1Sc1ccc(O)cc1O | -25 | -1 | 0.7% | -2 | 8 | 8 | 1% | 0% | 0%
CCC1(C)Cc2ccccc2-c2nc(NCCO)[nH]c(=O)c21 (centres undefined) | · | -23 | 0.2% | -3 | 0 | 0 | 0% | -6% | 2%
COc1ccc(C(=O)NC2CCN(C(=S)Nc3cc(C)cc(C)c3)CC2)cc1 | 1 | 4 | 0.1% | -2 | -1 | -3 | -6% | 4% | -2%
COc1ccc(N2CCN(c3nc4ccc(C(=O)c5ccccc5)cc4n4cnnc34)CC2)cc1 | -1 | 0 | 0.7% | -2 | -1 | -7 | 7% | 0% | -3%
COc1ccccc1N(CC(O)Cn1ccnc1C)S(=O)(=O)c1ccccc1 (centres undefined) | 24 | -4 | 0.6% | -3 | 1 | -10 | -18% | 1% | -3%
Cn1c(=O)[nH]c(=O)c2c1nc(SCC(=O)O)n2CCCc1ccccc1 | 0 | -4 | 7.9% | -6 | 2 | -2&-7 | 0% | 1% | -2%
Cc1cc(C)n(-c2ccc(C(=O)OCC(=O)Nc3ccccc3[N+](=O)[O-])cc2)n1 | -2 | 18 | 2.3% | -8 | 3 | -9 | 1% | -1% | -2%
COc1cc2c(cc1NC(=O)CSc1nc3ccccc3[nH]1)oc1ccccc12 | 3 | 7 | 0.9% | -21 | 6 | -4 | -3% | -1% | 2%
CCc1ccc(NC(=O)c2cc(-c3ccc(F)cc3)on2)cc1 | -10 | · | -0.1% | -4 | 5 | -8 | 16% | 3% | 6%
Oc1ccc(Br)cc1-c1ccnn1-c1ccccc1 | -6 | -1 | -1.5% | -11 | 5 | -3 | 0% | -20% | -5%
CC(C)NC(=O)N(C)C[C@H]1OCc2cnnn2CCCC(=O)N([C@H](C)CO)C[C@H]1C | · | · | · | · | · | -1 | -5% | 0% | -6%
Cc1ccc(-c2nnc(SCC(=O)NC3CCS(=O)(=O)C3)nc2-c2ccc(C)cc2)cc1 (centres undefined) | 7 | -1 | 2.4% | -2 | 0 | -8 | -1% | -5% | -4%
COCCCNC(=O)CCCN1C(=O)c2cccnc2Sc2ccccc21 | 8 | 13 | 1.3% | -1 | 2 | 0 | -9% | 4% | -4%
O=C(Nc1ccc(C(=O)N2CCCCC2)cc1)c1ccccc1Cl | 25 | 18 | 0.1% | -5 | 1 | -12 | -20% | -5% | -1%
CC(=O)c1cccc(NC(=O)COC(=O)c2cccs2)c1 | -4 | 6 | -0.3% | -6 | 9 | -4 | 5% | 1% | 5%
CCN(CC)c1cc(NC2CCCCC2)c2c3c(onc13)-c1ccccc1C2=O | 9 | 4 | -1.6% | 0 | -1 | 23 | ? | -11% | -3%
O=C(OC(C(=O)O)C(OC(=O)c1ccccc1)C(=O)NCc1ccccc1)c1ccccc1 (centres undefined) | 3 | -10 | -1.0% | -9 | 4 | -16 | -2% | 1% | -2%
CCC[N+](C)(C)C(C)C(OC(C)=O)c1ccccc1 (centres undefined) | 11 | 7 | 4.9% | -14 | 3 | -6 | -2% | 3% | -1%
COc1ccccc1NC(=O)c1ncoc1-c1ccco1 | -10 | -6 | 2.8% | 1 | 4 | 1&-7 | 0% | 3% | -2%
O=C(CNC(=O)c1ccncc1)N/N=C/c1cc(Br)ccc1O | -23 | 8 | 2.1% | -9 | 2 | -6 | -2% | -5% | -3%
O=C(CC(=O)c1cccc([N+](=O)[O-])c1)Nc1ccccc1Cl | -3 | -3 | -0.1% | -11 | 4 | -3 | 7% | 0% | 6%
Cc1nc(C)n(C(C)CNS(=O)(=O)c2ccc(Cl)cc2)n1 (centres undefined) | 4 | · | -1.5% | -10 | 2 | -11 | -16% | 0% | 1%
Cc1occc1C(=O)Nc1ccc(S(=O)(=O)N2CCCC2)cc1 | 6 | 10 | -1.7% | -1 | 0 | -5 | 0% | 4% | 3%
CCCCNC(=O)c1ccc2c(OCC)n(CCCC)nc2c1 | -1 | -10 | 4.8% | -3 | 0 | -1 | -5% | 1% | -3%
COc1cc2[nH]cc(C(=O)NCc3ccccc3)c(=O)c2cc1OC | 1 | 15 | -1.8% | -6 | 3 | -2 | -11% | -6% | -2%
O=C1CC(N2CCN(c3nc4ccccc4s3)CC2)C(=O)N1c1ccc(F)cc1 (centres undefined) | -27 | -7 | -2.6% | -6 | 6 | -5 | -2% | 7% | -4%
CSc1ncc(C(=O)NCc2ccc(Cl)cc2)c(C(F)(F)F)n1 | 0 | -7 | 0.2% | 4 | -1 | -3 | 5% | 0% | -5%
Cc1cc2cc(C)c3nnc(SCC(=O)N4CCN(C(=O)c5ccco5)CC4)n3c2cc1C | · | · | · | · | · | 5 | 0% | 0% | -3%
Cc1ncc(C(O)c2ccc(N(C)C)cc2)n1Cc1ccccc1 (centres undefined) | · | · | · | · | · | -9 | -6% | 0% | 2%
COc1ccc(CCNC(=O)c2ccc(N(C)S(=O)(=O)c3ccccc3)cc2)cc1 | 10 | 2 | -0.8% | -2 | 10 | -1 | 3% | 3% | 2%
Cc1ccc(C)c(S(=O)(=O)N2CCC3(CC2)OCCO3)c1 | 10 | -3 | 3.3% | -3 | 36* | -1 | -9% | 3% | -7%
Cc1ccccc1-c1ccc(=O)n(CC(=O)Nc2ccc(-n3cnnn3)cc2)n1 | -10 | -18 | 0.8% | -5 | 2 | 0 | -16% | -6% | -3%

Four structures out of the list, ordered by SMILES length, falling.
SMILES | D1 antagonist | D2 potentiator | RXFP1 agonist | D1 PAM | D1 agonist | LDHA block | Vif-APOBEC3F blk | Vif-A3G inh | GRP78 ERSR act
COc1ccc(C(=O)NC2CCN(C(=S)Nc3cc(C)cc(C)c3)CC2)cc1 | 1 | 4 | 0.1% | -2 | -1 | -3 | -6% | 4% | -2%
COc1cc2c(cc1NC(=O)CSc1nc3ccccc3[nH]1)oc1ccccc12 | 3 | 7 | 0.9% | -21 | 6 | -4 | -3% | -1% | 2%
COc1ccc(-c2csc(-c3ccc(C(=O)O)cc3)n2)cc1 | 8 | 21 | -0.2% | -2 | 1 | -9 | -1% | 3% | -9%
Oc1ccc(Br)cc1-c1ccnn1-c1ccccc1 | -6 | -1 | -1.5% | -11 | 5 | -3 | 0% | -20% | -5%
